# Screening data from PubChem BioAssay.
# FN deposition inh – fibronectin deposition inhibition; AH1F fibroblasts, Alexa488-fibronectin deposition fluorescence, overnight; inhibition, % at 12.6 µM; 0.086% of 350,000 active;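 active = mean inhibition across replicates of 30% or more, regardless of how many single replicates reach that level; inconclusive = mean under 30% yet at least half of replicates reach 30%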;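 note: positive control wells lacked labelled fibronectin entirely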
#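 Schedule: 1 h cell adhesion before compound, then overnight fibronectin incubation; test system: AH1F fibroblast monolayer depositing Alexa488-labelled fibronectin into matrix; quantity: 10000 AH1F cells per well; probe or stimulus: fluorescent fibronectin at 24 nM final; signal: fluorescence, ex 485 nm, em 525 nm; evaluation: percent inhibition as loss of matrix-bound fibronectin fluorescence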
# miR122 inh – blocks miR-122 activity in Huh7 sensor cells; 0.3% of 340,000 active; Huh7 miR-122 Renilla luciferase sensor, 48 h; neutral wells = 0, positive control = 100; activation (reporter increase), % at 12.5 µM;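 active = mean replicate activation score at least 90 and every replicate individually at or above 90; inconclusive = only one of the two criteria met; inactive = neither criterion met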;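 note: higher luciferase means less miR-122 activity so hits act as miR-122 inhibitors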
# EWS-Fli block – EWS/Fli transcriptional activity inhibition; 0.67% of 350,000 active; inhibition, % at 12.6 µM; A673 NR0B1-luciferase reporter, viability-normalised;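 active = mean inhibition of at least 50% after viability correction, with every replicate also passing that limit; inconclusive = mean reaches 50% but only one of two replicates passes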;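 note: firefly luciferase signal divided by Alamar Blue viability fluorescence both relative to DMSO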
# PGC1a acetyl inh – lowers PGC1a acetylation signal in U2OS cells; inhibition, % at 15.6 µM; 0.17% of 350,000 active; AlphaScreen anti-acetyl-lysine; with virally co-expressed GCN5 acetyltransferase;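 active = every replicate shows inhibition of at least 40%; inconclusive = mean inhibition at least 40% but some replicate below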;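 note: 0% = neutral control wells and 100% = positive control wells; some results beyond the cut were filed as inactive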
# CASP6 VEID inh – inhibitors of human caspase-6. P55212. purified caspase-6, Z-VEID-R110 cleavage fluorescence. inhibition, % at 12.5 µM. 0.53% of 350,000 active;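 active = mean inhibition across replicates at least about 35%, with every replicate also reaching that limit, limit read from the data; inconclusive = only one of the two criteria met; inactive = neither criterion met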;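 note: 0% = median of neutral control wells and 100% = no fluorescence left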
# Target sequence (P55212 24-179 limits assumed): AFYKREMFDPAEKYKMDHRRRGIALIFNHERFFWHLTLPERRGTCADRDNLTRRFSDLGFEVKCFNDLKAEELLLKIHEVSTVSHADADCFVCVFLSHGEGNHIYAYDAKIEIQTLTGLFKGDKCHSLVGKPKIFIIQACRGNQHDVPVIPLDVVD
# Target sequence (P55212 194-293 limits assumed): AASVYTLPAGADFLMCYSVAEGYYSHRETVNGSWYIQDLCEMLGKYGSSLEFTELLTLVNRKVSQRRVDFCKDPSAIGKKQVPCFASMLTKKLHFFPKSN
# LGR2 inh – Drosophila LGR2 receptor signaling inhibition; HEK293 LGR2, CRE-luciferase, bursicon-stimulated, 4 h; inhibition, % at 9.99 µM; 0.35% of 380,000 active;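 active = drop in luminescence signal, shown as inhibition above about 50% in the replicate tests, limit read from the data, passing the limit was not always enough; inconclusive = probably only some replicates passing the limit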;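 note: agonist challenge used bursicon conditioned medium at about half maximal strength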
# Cneo AK release – causes C. neoformans cell lysis; adenylate kinase release luminescence, 4 h; normalised: neutral wells 0, clomiphene wells 100; lysis activity, % at 15 µM; 0.2% of 360,000 active; AID 651654;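 active = mean lysis activity across replicates of at least 80%, whatever share of replicates individually reach that level; inactive = mean lysis activity below 80%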
#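 Assay system: C. neoformans cells. Amount: yeast cell density of 5 × 10^6 cells/mL. Technique: AK luminescence. Buffer or medium: YPD. Times: static 4 h at 37 °C with compound, 1 h detection. Dosing: single-point compound dose. Read-out: lysis from increased AK signal.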
# PAX8 inh HTS – PAX8 transcriptional activity inhibition. RMG-I TPO-luciferase reporter, SteadyGlo, 24 h. inhibition, % at 12.6 µM. 1.2% of 360,000 active. AID 652154;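 active = mean replicate inhibition at least 60% with every replicate also reaching 60%; inconclusive = only one of the two criteria is met; inactive = mean below 60% and not all replicates reaching 60%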;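 note: luciferase light reporting Pax8 driven TPO promoter activity; plate controls were median of neutral control wells for no effect and mitoxantrone controls for full effect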
# Numbers without * were called inactive; ? = inconclusive; . = no result given; & = joins results of further samples; [ ] = remark or other dose.
# Every second line gives: FN deposition inh	miR122 inh	EWS-Fli block	PGC1a acetyl inh	CASP6 VEID inh	LGR2 inh	Cneo AK release	PAX8 inh HTS
CCN(CC)c1ccc(N/C(N)=N/c2nc(C(F)(F)F)cc(=O)[nH]2)cc1
 : 1	1	15	0	-6	0	0	15
CCC(CC)N1CCN(C(=O)c2cc(OC)c(OC)c(OC)c2)CC1
 : -2	0	-1	-6	-1	13	3	16
N#C[C@@H]1[C@@H](c2ccccc2)[C@H](CO)N1C(=O)CN1CCOCC1
 : -5	.	25	0	-6	12	-1	11
CCN(CC)CCNC(=O)/C(=C/c1cn(C)c2ccccc12)NC(=O)c1ccc(OC)c(OC)c1
 : -2	.	-7	.	4	-1	.	-15
Cc1ccc(NC(=O)CSc2ncn[nH]2)cc1S(=O)(=O)N1CCOCC1
 : 2	-2	43	7	0	-4	.	9
COc1ccc(C2CC(c3ccccc3OC(=O)/C=C/c3ccccc3)=NN2C(C)=O)cc1 (centres undefined)
 : 8	-6	-15	-10	2	-9	8	-17
C[C@H](CO)N1C[C@H](C)[C@@H](CN(C)Cc2ccccc2)Oc2c(NS(=O)(=O)c3ccccc3)cccc2C1=O
 : -11	?	14&-1	0	2&1	10&8	59&13	-7&3
CCOC(=O)Cc1csc(NC(=O)c2sc3nc4cc(C)ccc4cc3c2N)n1
 : 10	.	-44	.	2	24	.	4
CCCN(C)C[C@@H]1Oc2cc(-c3cccc(F)c3)ccc2S(=O)(=O)N([C@@H](C)CO)C[C@@H]1C
 : .	-1[16.7 µM]	-1	-2	.	-10	.	6
CCC(C)NC(=O)C1c2ccccc2C(=O)N1Cc1ccc(F)cc1 (centres undefined)
 : 2	10	12	1	-2	1	-1	-9
COc1ccc2c(CCNC(N)=S)c[nH]c2c1
 : 9	1	1	40	1	-23	-2	-16
Cc1cccc(Cc2cnc(NC(=O)c3ccc(C)o3)s2)c1
 : -12	17	.	5	.	.	1	-197
CCn1c(N2CCN(C(c3ccccc3)c3ccccc3)CC2)nc2c1c(=O)[nH]c(=O)n2C
 : 0	.	2	.	0	2	-2	13
C[C@H](CO)N1C[C@H](C)[C@H](CN(C)S(=O)(=O)c2cccs2)Oc2ccc(NC(=O)CCCCCC(=O)Nc3ccccc3N)cc2C1=O
 : .	-1[16.7 µM]	-1	-9	-4	11	1	.
COC(=O)C(CCSC)NC(=O)c1cn(-c2ccc(OC)cc2)c(=O)c2ccccc12 (centres undefined)
 : -6	-5	22	7	3	-12	5	-1
CCCCn1c(SCC(=O)OCC)nc2c(sc(=S)n2-c2ccccc2OC)c1=O
 : 7	8	14	3	2	-10	0	-2
CC(C)CC(COCc1ccc(Cl)cc1)N1CCN(C(=O)c2ccc(C(F)(F)F)cc2)CCC1=O (centres undefined)
 : 7	2	-3	4	3	21	1	18
O=C(O)CNC(=O)C(Cc1ccccc1)NC(=O)OCc1ccccc1 (centres undefined)
 : .	.	-6	1	-2	18	.	-5
Nc1nonc1-n1nnc(C(=O)N/N=C/c2ccccn2)c1CNc1ccccc1
 : 3	-4	1	10	.	10	0	-16
Cc1cccnc1NC(=O)Nc1cccc(Cl)c1
 : -7	-10	-124	32	-2	-35	3	-111
COc1ccc(NC(=O)Nc2cccc3c2O[C@@H](CN(C)S(=O)(=O)c2cn(C)cn2)[C@H](C)CN([C@@H](C)CO)C3=O)cc1
 : .	10[16.7 µM]	13	19	4	-10	3	.
CCCNC(=O)c1ccc(N2CCC3(CC2)CC(c2ccccc2)=NO3)c(NC(=O)c2ccco2)c1
 : -6	-10	-3	-17	15	20	0	55
Oc1cc(O)cc(/C=C/c2ccc(O)c(O)c2)c1
 : 2	2	15	.	28	-1	-4	-219
COc1ccccc1OCCNC(=O)c1cccc(S(=O)(=O)N2CC(C)OC(C)C2)c1 (centres undefined)
 : 0	.	10	-8	2	3	-7	13
Cc1cccc(CS(=O)(=O)c2cn(CC(=O)N3CCOCC3)c3ccccc23)c1
 : -6	2	.	-4	-1	-1	-1	.
COc1ccc(NC(=O)Nc2ccc3c(c2)C(=O)N([C@H](C)CO)C[C@H](C)[C@H](CN(C)C(=O)NC(C)C)OCCCC[C@H](C)O3)cc1
 : 2	0[16.7 µM]	7	2	0	19	-5	7
COc1ccc(OC)c(C2=NOC(C(=O)N3CCN(c4ccccc4)CC3)C2)c1 (centres undefined)
 : 1	-3	0	-2	-4	16	-1	4
COc1ccc(-c2cn(CCO)nc2-c2ccc(OC)cc2)cc1
 : -8	-7	13	.	1	-10	8	15
NCCCNC(=S)NCCCN(Cc1ccc(Cl)cc1)c1ccc(Br)cn1
 : 4	-1	18	.	-164	1	2	12
O=S(=O)(c1cccc(C(F)(F)F)c1)N1CCC(c2cc(-c3cccc4ccccc34)n[nH]2)CC1
 : -1	0	.	-8	.	.	2	.

# Random excerpt: 2 entries already listed
# Every second line gives: FN deposition inh	miR122 inh	EWS-Fli block	PGC1a acetyl inh	CASP6 VEID inh	LGR2 inh	Cneo AK release	PAX8 inh HTS
O=C(O)CNC(=O)C(Cc1ccccc1)NC(=O)OCc1ccccc1 (centres undefined)
 : .	.	-6	1	-2	18	.	-5
CCN(CC)CCNC(=O)/C(=C/c1cn(C)c2ccccc12)NC(=O)c1ccc(OC)c(OC)c1
 : -2	.	-7	.	4	-1	.	-15

# New compounds follow.
# Every second line gives: FN deposition inh	miR122 inh	EWS-Fli block	PGC1a acetyl inh	CASP6 VEID inh	LGR2 inh	Cneo AK release	PAX8 inh HTS
O=Nc1ccc(NOC(=O)c2ccccc2)cc1
 : 3	-4	0	-3	-2	5	-1	-9
CSc1ccccc1NC(=O)COc1ccc(Cl)cc1C
 : 1	.	-14	.	0	.	.	-35
Cc1cccc(C)c1-n1cccc1/C=C1\SC(=S)N(c2cccc(C(=O)O)c2)C1=O
 : -7	.	-31	-4	37*	-64	.	-12
COc1cc(CN2CCCC(C(=O)c3ccccc3SC)C2)cc(OC)c1 (centres undefined)
 : 0	.	.	.	.	2	0	16
CC(C)NC(=O)N[C@@H]1C=C[C@H](CC(=O)N2CCCCC2)O[C@@H]1CO
 : 9	-10[16.7 µM]	-3	-1	2	9	-1	-6
Cc1ccc(-c2cnc3c(c2)C(=O)N([C@@H](C)CO)C[C@@H](C)[C@H](CN(C)C(=O)c2cccc(F)c2)O3)cc1
 : -19	0[16.7 µM]	-5	-1	.	6	3	-7
O=S(=O)(Nc1ccc(-c2ccc(NS(=O)(=O)c3ccccc3)cc2)cc1)c1ccccc1
 : 5	69	3	-20	0	15	2	22
CCNc1nc(NCC)n2c(SCC(=O)Nc3ccccc3)nnc2n1
 : -3	.	5	6	8	9	.	18
OCCN1CCN(CC(O)C(F)(F)F)CC1 (centres undefined)
 : -1	.	10	.	-8	11	.	-9
COc1ccc(OC)c(NC(=O)CCNS(=O)(=O)c2ccc3[nH]c(=O)oc3c2)c1
 : -2	-3	6	7	3	-10	4	-17
Cc1ccc2cc(CCNC(=O)c3ccc4c(c3)OCO4)c(=O)[nH]c2c1C
 : 1	-7	6	-13	1	0	0	11
O=C1N=C(N2CCOCC2)S/C1=C\c1cccs1
 : 1	-16	-19	.	3	-54	0	-28
CSc1nnnn1-c1ccc(Cl)cc1
 : 5	.	-3	7	-2	1	.	4
CCCCCCCN1C2=NCCCN2c2ccccc21
 : .	0	11	-26	2	1	46	6
COc1ccc(C2c3ccsc3CCN2C(C)=O)cc1 (centres undefined)
 : 4	-1	-6	-13	0	-15	8	4
O=C(NN=C1CCCC1)c1ccc(O)cc1O
 : -5	-7	-22	-6	5	2	1	5
CCOCCCn1c(=S)[nH]c2cc(C(=O)NC3CCCC(C)C3C)ccc2c1=O (centres undefined)
 : 1	0	1	-14	-1	10	1	8
O=C(CNC(=O)c1cc(Cl)cc([N+](=O)[O-])c1)NC1CC1
 : 1	-4	-2	8	0	-2	-1	-11
CCOc1ccccc1C(=O)NCC(=O)NCC(C)(C)N1CCOCC1
 : -8	-9	-7	3	-1	-15	-1	-4
C[C@@H]1CN([C@@H](C)CO)C(=O)c2cccc(NC(=O)Nc3ccc(C(F)(F)F)cc3)c2O[C@@H]1CN(C)C(=O)Nc1ccc(C(F)(F)F)cc1
 : .	0[16.7 µM]	-1	8	-3	-5	3	46
Cc1ccc(C(=O)N2CCCC(Nc3cccc(F)c3)C2)cc1N1CCNC1=O (centres undefined)
 : .	4	.	.	5	-2	-1	5
Cc1cccc(S(=O)(=O)N2C[C@H](O)COC[C@@H]3O[C@H](CC(=O)NCc4ccncn4)CC[C@H]32)c1
 : 2	3[16.7 µM]	-4	-1	1	7	1	-16
O=C([C@H]1[C@H](CO)[C@H]2Cn3c(ccc(-c4ccccc4)c3=O)[C@@H]1N2)N1CCCCC1
 : .	.	-9	.	-1	-10	54	-11
CCN1CCN(CCCNC(=O)CN2C(=O)c3cccnc3Oc3ccc(Cl)cc32)CC1
 : 5	-2	.	-1	-21	3	0	5
Cc1cccc(N2CCN(S(=O)(=O)c3c(C)nc4scc(C)n4c3=O)CC2)c1C
 : 2	1	27	8	-2	0	-1	4
CCOc1ccc(OCC)c(NC(=O)CSc2nnc(C3CC3)n2CC)c1
 : 1	.	-5	.	1	-1	1	14
Cc1ccc(C)c(NC(=S)NC23CN4CN(CN(C4)C2)C3)c1
 : -2	.	-3	.	-12	.	.	3
O=C(N[C@@H](Cc1ccccc1)C(=O)OCc1ccccc1)c1nc[nH]c1C(=O)N1CCc2ccccc2C1
 : 2	-4	3	9	-1	-12	2	-7
CC1(C)CC(NC(=O)c2ccc(Cl)c(Cl)c2)CC(C)(C)N1
 : 4	4	0	.	1	-8	-2	6
CO/N=C/c1ccc(N2CCN(C(=O)c3ccc(F)cc3)CC2)c([N+](=O)[O-])c1
 : -3	-10	.	-15	.	.	-2	8
CCc1c(-c2ccccc2)nc2sc3c(c2c1N)CCCC3
 : 9	.	-40	.	2	-42	.	-44
CCCNC(=O)N1C[C@@H](C)[C@H](OC)CN(C)C(=O)c2cc(NC(=O)CCC)ccc2OC[C@H]1C
 : -4	.	-2	7	0	-9	0	-3

# Three entries from above, with each value named:
Cc1ccc(-c2cnc3c(c2)C(=O)N([C@@H](C)CO)C[C@@H](C)[C@H](CN(C)C(=O)c2cccc(F)c2)O3)cc1
  FN deposition inh = -19
  miR122 inh = 0[16.7 µM]
  EWS-Fli block = -5
  PGC1a acetyl inh = -1
  CASP6 VEID inh = .
  LGR2 inh = 6
  Cneo AK release = 3
  PAX8 inh HTS = -7
Cc1ccc(C)c(NC(=S)NC23CN4CN(CN(C4)C2)C3)c1
  FN deposition inh = -2
  miR122 inh = .
  EWS-Fli block = -3
  PGC1a acetyl inh = .
  CASP6 VEID inh = -12
  LGR2 inh = .
  Cneo AK release = .
  PAX8 inh HTS = 3
CCOc1ccccc1C(=O)NCC(=O)NCC(C)(C)N1CCOCC1
  FN deposition inh = -8
  miR122 inh = -9
  EWS-Fli block = -7
  PGC1a acetyl inh = 3
  CASP6 VEID inh = -1
  LGR2 inh = -15
  Cneo AK release = -1
  PAX8 inh HTS = -4
